ERp5 block – inhibitors of human ERp5 | Q15084 | ERp5 insulin aggregation, absorbance 650 nm, 90 min | inhibition, % at 9.99 µM | 350,000 tested, 0.05% active | AID 651711;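 active = mean replicate inhibition above about 25%, with every replicate also reaching it, limit read from the data, passing the limit was not always enough; inconclusive = only one of those two criteria met; inactive = neither criterion met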
Target sequence (Q15084 whole entry, looked up): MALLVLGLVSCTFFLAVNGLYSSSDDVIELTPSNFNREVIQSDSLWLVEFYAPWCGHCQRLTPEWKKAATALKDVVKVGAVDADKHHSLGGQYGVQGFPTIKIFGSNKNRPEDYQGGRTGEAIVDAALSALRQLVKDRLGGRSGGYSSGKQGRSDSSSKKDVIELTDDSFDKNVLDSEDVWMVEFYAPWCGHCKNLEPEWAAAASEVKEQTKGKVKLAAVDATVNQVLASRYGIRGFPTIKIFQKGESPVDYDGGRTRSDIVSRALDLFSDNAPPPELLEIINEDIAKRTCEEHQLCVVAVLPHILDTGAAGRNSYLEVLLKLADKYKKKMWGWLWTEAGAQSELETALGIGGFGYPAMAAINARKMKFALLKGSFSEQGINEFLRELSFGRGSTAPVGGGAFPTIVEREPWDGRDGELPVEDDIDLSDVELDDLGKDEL
PAX8 inh HTS – inhibitors of PAX8 transcriptional activity in RMG-I cells. 360,000 tested, 1.2% active. inhibition, % at 12.6 µM. AID 652154. RMG-I TPO-luciferase reporter, SteadyGlo, 24 h;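 active = mean replicate inhibition at least 60% with every replicate also reaching 60%; inconclusive = only one of the two criteria is met; inactive = mean below 60% and not all replicates reaching 60%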;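 also: luciferase light reporting Pax8 driven TPO promoter activity; plate controls were median of neutral control wells for no effect and mitoxantrone controls for full effect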
CFTR F508del cor – correctors of CFTR F508del function in bronchial epithelial cells | CFBE cells, YFP halide quenching; stimulated with forskolin plus potentiator P3; % fluorescence drop versus neutral controls | activity (quench increase), % at 7.58 µM | 350,000 tested, 0.36% active;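 active = mean added fluorescence quench of at least 8% versus neutral control, with both replicates also reaching 8%; inconclusive = only one of the mean or replicate conditions met; inactive = mean below 8% and not both replicates reaching 8%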;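 also: cells transiently co-express mutant CFTR-F508del with the halide-sensitive YFP; corrector assay measuring rescue of mutant channel to the surface after 24 h compound exposure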
DENV2 CPE – inhibitors of DENV2 cytopathic effect | DENV2-infected cells, cytopathic effect rescue, plate reader | CPE inhibition, % at 9.99 µM | 350,000 tested, 1.7% active | AID 651640; in the data active = CPE inhibition above about 20%, passing the limit was not always enough; inconclusive = no clear call, values can overlap the other calls; tested in BHK-21 cells;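 also: 0% = median of neutral control wells and 100% = median of positive control wells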
EWS-Fli inh – EWS/Fli transcriptional activity inhibition; 350,000 tested, 0.67% active; inhibition, % at 12.6 µM; A673 NR0B1-luciferase reporter, viability-normalised; AID 651661;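 active = mean inhibition of at least 50% after viability correction, with every replicate also passing that limit; inconclusive = mean reaches 50% but only one of two replicates passes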;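 also: firefly luciferase signal divided by Alamar Blue viability fluorescence both relative to DMSO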
ARNT-TACC3 inh – ARNT/TACC3 interaction disruption; Q9Y6A5; AlphaScreen His-ARNT PAS-B/GST-TACC3 binding, luminescence; TACC3 fragment carries E629A point mutation; inhibition, % at 9.99 µM; 390,000 tested, 0.66% active; AID 623870;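 active = mean inhibition of replicates at least 50% and at least half of replicates each reaching 50%; inconclusive = half or more replicates reach 50% but mean below 50%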;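 also: 0% = complete ARNT plus TACC3 wells and 100% = ARNT alone without TACC3; many hits fall short of the cut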
XiGFP reactiv – reactivates the inactive X chromosome in mouse fibroblasts. XiGFP mouse fibroblasts, % GFP-positive cells imaging, 3 d; cells co-treated with 5-aza-dC sensitizer; scaled so ellipticine positive control = 100%. activation, % at 7.58 µM. 360,000 tested, 0.055% active;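 active = mean normalized replicate activation at least 10% and every replicate at or above 10%; inconclusive = only one of the two criteria met; inactive = mean below 10% and not all replicates reach 10%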;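 also: 0% = median of on-plate neutral control wells and 100% = ellipticine 6 µM median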
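System: SV40-immortalized XiGFP fibroblast cells, line 68-5-11 / Incubation: 3-day compound exposure, then 15 min fixation at room temperature / Compound: single concentration per compound, delivered by pin transfer / Buffer or medium: DMEM plus 5-aza-dC sensitizer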
INS-1E GSIS act – primary screen for activators of insulin secretion dependent on glucose, INS-1E cells, GLuc reporter luminescence. INS-1E GLuc reporter insulin secretion, 2-3 h. 370,000 tested, 0.61% active. activation, % at 16.6 µM;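 active = lowest replicate activation of at least 40%, so every replicate reaches that level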;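 also: 0% = median of neutral control wells and 100% = median of IBMX positive control wells; some compounds called inactive have numbers as strong as hits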
* hit, by the source's call; ? = inconclusive; nt = not tested or not shown.

SMILES | ERp5 block | PAX8 inh HTS | CFTR F508del cor | DENV2 CPE | EWS-Fli inh | ARNT-TACC3 inh | XiGFP reactiv | INS-1E GSIS act
CCn1c(SC)nnc1C1CCN(CC(=O)Nc2ccccc2N2CCOCC2)CC1 | 0 | -5 | 0.1 | 9 | 6 | 2 | 0.4 | -3
CCN(CC(=O)NCc1cccs1)C(=O)Cc1ccc(Cl)c(Cl)c1 | -2 | 20 | 1.6 | ? | 7 | nt | 0.2 | nt
Cc1noc(C)c1S(=O)(=O)N(C)C[C@@H]1Oc2c(NC(=O)C3CCCCC3)cccc2C(=O)N([C@H](C)CO)C[C@@H]1C | 10 | nt | 1.0 | 11 | 7 | 4 | 0.1 | 9
CCOc1nc(C)cc(COC)c1C(N)=O | -12 | -13 | nt | 5 | -3 | -2 | 0.0 | 6
CNC(=O)c1c(Cl)cnn1-c1ccccc1 | 3 | -23 | 0.4 | -1 | -43 | nt | 0.0 | -6
CN(C)CCCN(C(=O)c1ccc(Br)s1)c1nc2cc3c(cc2s1)OCO3 | 3 | -1 | 0.9 | 8 | 42 | 18 | -0.1 | nt
Cc1noc(C)c1NC(=O)Nc1ccc2c(c1)CC(=O)N([C@H](C)CO)C[C@@H](C)[C@@H](CN(C)Cc1ccc(Cl)c(Cl)c1)O2 | -5 | 8 | 7.0 | 9 | 61* | -2 | 0.0 | -10
COc1ccc2c3c([nH]c2c1)[C@@H](CO)N(C(=O)C1CCCC1)CC31CCN(C)CC1 | -2 | 0 | -0.3 | -7 | -8 | nt | 0.3 | 4
COc1ccc(-c2cnnn2-c2ccc(NC(=O)c3ccc(S(=O)(=O)N4CCCCC4)cc3)cc2)cc1OC | 6 | -7 | 6.3 | -1 | 11 | -1 | -0.1 | 29
CC(SCC(=O)Nc1ccccc1)c1nc2ccccc2c(=O)[nH]1 (stereo not drawn) | -3 | 7 | -0.7 | nt | nt | -1 | -0.1 | 13
Cc1ccc2nc3n(c(=O)c2c1)-c1ncccc1C(=O)NC3Cc1ccccc1 (stereo not drawn) | 4 | -5 | -2.0 | 1 | 0 | nt | 0.1 | -6
Cn1cnc(S(=O)(=O)N[C@H]2CC[C@@H](CC(=O)NCC3CCCCC3)O[C@H]2CO)c1 | 1 | nt | -2.2 | nt | nt | -3 | 0.5 | -11
O=C(NCc1ccco1)c1cc(-c2ccccc2)nn1CC1CC(c2cccc([N+](=O)[O-])c2)=NO1 (stereo not drawn) | 9 | 12 | 4.5 | ? | 8 | 4 | 0.2 | -12
Cc1ccc(CNC(=O)c2cc(=O)c3cc(C)ccc3o2)cc1 | 1 | 2 | 3.4 | -2 | -1 | -7 | 0.2 | 22
Cc1ccccc1OCC(=O)Nc1ccc(C)c(S(=O)(=O)N2CCCCCC2)c1 | 1 | 37 | 1.7 | 12 | 7 | -5 | 0.0 | 2
Cc1ccc(NC(=O)CNS(=O)(=O)c2ccc(F)cc2)cc1C | -3 | 5 | 2.4 | nt | 4 | 22 | -0.9 | 9
C[C@@H]1CCCCO[C@H](CN(C)C(=O)Cc2ccccc2)[C@@H](C)CN([C@@H](C)CO)C(=O)c2cc(NC(=O)NC3CCCCC3)ccc2O1 | nt | 21 | 3.2 | -14 | 11 | 0 | -0.6 | -16
COc1cc(NC(=O)N2CCNC2=O)cc(C(=O)Nc2cccc(C(F)(F)F)c2)c1 | 7 | 63* | 8.0* | -12 | 59* | -1 | 0.0 | -22
COc1ccc(/C=C/c2nc(N)nc(-c3ccccc3O)n2)cc1OC | 0 | -7 | 4.4 | -5 | -8 | 2 | -0.1 | -14
CCS(=O)(=O)N1CCC2(CC1)CN(S(=O)(=O)c1cccc(OC)c1)[C@@H](CO)c1[nH]c3cc(OC)ccc3c12 | 3 | nt | -1.7 | 6 | -14 | nt | 0.1 | -11
COc1ccc(N2CCN(C(=O)CN(CCc3ccccc3)S(C)(=O)=O)CC2)cc1 | -7 | nt | 0.0 | -2 | 7 | 0 | nt | -42
CCCNC(=O)N1C[C@H](O)COC[C@H]2O[C@@H](CC(=O)N3CCCCC3)CC[C@@H]21 | 4 | -7 | 1.5 | 6 | -5 | 1 | -0.1 | 5
CC(C)N(Cc1nccn1C)C(=O)c1cc(COc2ccc(-n3cncn3)cc2)on1 | -15 | 18 | -2.0 | 13 | 2 | 2 | 0.2 | -1
CCCCNC(=O)COC(=O)c1cc(C)oc1C | 5 | -16 | 1.8 | 4 | -7 | -2 | 0.0 | -8
O=C(NC1CCCC1)c1ccc(CS(=O)(=O)Cc2ccccc2Cl)o1 | 6 | -1 | 3.6 | 1 | 0 | -6 | 0.0 | 9
CCOc1ccc(CN(C)C(=O)c2cc(S(=O)(=O)N3CCCC3)ccc2C)cc1 | -23 | -4 | 2.2 | -6 | 4 | nt | 0.1 | -10
O=S(=O)(Nc1ccccc1)C1CCCCC1 | -5 | -11 | 1.3 | -8 | -7 | -3 | -0.1 | nt
CCc1nnc(NC(=O)CSc2nc3c(c(=O)n2CC)SC(C)C3)s1 (stereo not drawn) | 1 | 2 | 1.9 | 3 | 6 | -5 | 0.0 | -16
C#CCOCCOCCOCCNc1nc(N2CCN(C(=O)[C@H]([C@@H](C)CC)n3cc([C@@H](N)CO)nn3)CC2)nc(N2CCN(C(=O)[C@H](Cc3ccc(O)cc3)n3cc([C@@H](N)CC(C)C)nn3)CC2)n1 | -1 | -5 | 1.3 | -5 | -4 | 9 | -0.1 | 5
CC(C)C#Cc1ccc([C@@H]2[C@H](C#N)N(C(=O)C3CCC3)[C@H]2CO)cc1 | -3 | 3 | -3.7 | 0 | 14 | 5 | 0.1 | 1
Cc1noc(C)c1S(=O)(=O)Nc1cccc2c1O[C@H](CN(C)S(=O)(=O)c1cccs1)[C@H](C)CN([C@H](C)CO)C2=O | -5 | nt | -1.3 | -12 | 4 | -11 | -0.8 | 10
O=C(CNc1cccc(S(=O)(=O)N2CCOCC2)c1)Nc1ccccc1F | -3 | -32 | -0.2 | -2 | nt | -9 | 0.3 | -5
COc1ccccc1C(=O)/C=C/c1ccc(N2CCCCC2)c([N+](=O)[O-])c1 | -7 | -10 | -4.3 | -10 | -58 | -4 | 0.0 | -8
Cc1ccc2nc(CCc3ccc(N)cc3)[nH]c2c1 | 2 | -94 | -2.6 | 1 | -80 | 1 | 0.0 | 34
CC(=O)N1CC(=O)N2[C@H](C1)[C@H](c1ccc(C#Cc3cccnc3)cc1)[C@@H]2CO | -1 | nt | 0.4 | 12 | nt | nt | 0.3 | 11
Cc1ccc(S(=O)(=O)Nc2cccc(-n3cnnn3)c2)cc1C | -2 | 14 | 0.1 | -10 | -13 | -1 | 0.2 | 5
Cc1cccc(C)c1Cn1c(C)c(C(=O)NCc2ccc(C#N)cc2)sc1=O | -3 | 9 | -0.3 | -3 | -1 | nt | 0.0 | -25
C[C@@H]1CN([C@@H](C)CO)C(=O)c2cccc(NC(=O)NC3CCCCC3)c2O[C@H]1CN(C)C(=O)NC1CCCCC1 | 0 | nt | -0.8 | 0 | -11 | -7 | 0.4 | 2
Cc1cc2c(cc1C)-n1nnnc1C(N1CCCNCC1)C(=O)N2 (stereo not drawn) | -7 | -2 | 2.3 | -5 | 3 | nt | 0.2 | 2
C[C@H](CO)N1C[C@H](C)[C@@H](CN(C)Cc2ccc(C(F)(F)F)cc2)Oc2ccc(NS(=O)(=O)c3ccccc3)cc2C1=O | -3 | -3 | 0.6 | 10 | -9 | 2 | -1.0 | -30
NS(=O)(=O)c1ccc(CNC(=O)c2ccc3c(c2)OCO3)cc1 | 5 | -12 | 2.2 | -10 | 0 | -1 | 0.0 | 12
Oc1ccccc1-c1n[nH]c(=S)n1Cc1ccccc1 | 3 | 28 | -1.6 | 9 | 22 | -2 | 0.0 | -9
C[C@H](CO)N1C[C@H](C)[C@H](CN(C)S(=O)(=O)c2ccc(Cl)cc2)OCCCC[C@H](C)Oc2ccc(NC(=O)Cc3ccccc3)cc2C1=O | -7 | ? | -1.1 | -5 | 8 | 19 | -0.2 | -7
O=C(OCC(=O)N1CCOCC1)c1cncc(Br)c1 | -7 | 0 | -2.0 | -2 | -1 | nt | 0.0 | -4
O=C(O)c1ccc(NS(=O)(=O)c2ccc3c(c2)OCCO3)cc1 | -1 | -13 | 4.9 | 4 | 5 | 0 | 0.2 | 29
CC1(C(=O)NCc2ccc(C(F)(F)F)cc2)CCN1Cc1cc2ccccc2o1 (stereo not drawn) | 2 | 30 | -1.4 | -4 | 10 | nt | 0.3 | -13
CC(C)NS(=O)(=O)c1ccc(NC(=O)C(C)OC(=O)C2CCC2)cc1 (stereo not drawn) | 1 | -8 | 4.5 | 16 | -4 | -3 | -0.2 | 6
CN1C[C@@H](O)COC[C@H]2O[C@H](CC(=O)NC3CCCC3)CC[C@@H]21 | 1 | 19 | 1.4 | 13 | 6 | -3 | 0.2 | 2
CCCCC(C)n1[nH]c(=O)c2c(C)cc(C)nc21 (stereo not drawn) | 4 | -10 | 0.1 | -1 | -6 | 5 | 0.2 | 7
Cc1[nH]c2ccccc2c1C(=O)CSC(=S)N1CCOCC1 | 2 | -41 | 1.5 | ? | -54 | -1 | 0.0 | nt
COC(=O)[C@@]1(Cc2ccc(OC)cc2)[C@H]2c3cc(C(=O)N4CCCC4)n(Cc4ccc(S(C)(=O)=O)cc4)c3C[C@H]2CN1C(=O)c1ccccc1 | 5 | -4 | -2.9 | -6 | 8 | nt | -0.1 | -8
O=C(c1ccccc1Cl)N(Cc1ccc(Cl)c(Cl)c1)N1C(=O)CCCC1=O | 0 | 8 | -1.6 | -1 | 4 | 1 | nt | -26
Cc1ccc(NC(=O)CCN2CCC(C)CC2)cc1 | 4 | 7 | -0.7 | 1 | 10 | -9 | 0.0 | nt
C/C=C/c1cnc2c(c1)C(=O)N([C@@H](C)CO)C[C@H](C)[C@H](CN(C)C(=O)Nc1c(C)noc1C)O2 | 20 | nt | -1.3 | -3 | -6 | 9 | 0.0 | 31
C[C@H]1O[C@@H](O[C@H]2CC[C@@]3(C)C(CC[C@]4(C)C3C=CC3=C5CC(C)(C)CC[C@]5(CO)[C@H](O)C[C@]34C)[C@]2(C)CO)[C@H](O)[C@@H](O[C@@H]2O[C@H](CO)[C@@H](O)[C@H](O)[C@H]2O)[C@H]1O (stereo partly drawn) | -7 | 0 | 1.6 | 3 | -3 | -3 | 0.2 | -26
CCN(CC)c1cc(Cl)nc(N)n1 | 2 | 0 | -0.1 | 2 | 8 | -4 | -0.1 | 10
CC1(NC(=O)CCc2nc3sc4c(c3c(=O)[nH]2)CCCC4)CCS(=O)(=O)C1 (stereo not drawn) | -6 | 10 | -2.2 | 2 | 13 | -1 | 0.0 | 17

Just ARNT-TACC3 inh and INS-1E GSIS act, for some of the entries so far:
compound | ARNT-TACC3 inh | INS-1E GSIS act
COC(=O)[C@@]1(Cc2ccc(OC)cc2)[C@H]2c3cc(C(=O)N4CCCC4)n(Cc4ccc(S(C)(=O)=O)cc4)c3C[C@H]2CN1C(=O)c1ccccc1 | nt | -8
O=C(c1ccccc1Cl)N(Cc1ccc(Cl)c(Cl)c1)N1C(=O)CCCC1=O | 1 | -26

Source: PubChem BioAssay (Broad Institute)
